# Source: PubChem
# Mcl1-Noxa inh: Mcl-1/Noxa binding inhibitors, primary screen, biochemical, TR-FRET, 1536-well; TR-FRET Mcl-1/Noxa peptide binding, 2 h; 1.5% of 220,000 active; inhibition, % at 21.7 µM; AID 1022, 2008; Induced myeloid leukemia cell differentiation protein Mcl-1 (Homo sapiens), Q07820;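 active means compounds that cut the protein-peptide binding signal by more than 50% relative to plate controls in a single-dose test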;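 further: His-tagged Mcl-1 with rhodamine Noxa BH3 peptide and terbium anti-His antibody; 0% = Mcl-1 plus Noxa peptide wells and 100% = peptide-only wells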
# Target sequence (Q07820 whole entry, looked up): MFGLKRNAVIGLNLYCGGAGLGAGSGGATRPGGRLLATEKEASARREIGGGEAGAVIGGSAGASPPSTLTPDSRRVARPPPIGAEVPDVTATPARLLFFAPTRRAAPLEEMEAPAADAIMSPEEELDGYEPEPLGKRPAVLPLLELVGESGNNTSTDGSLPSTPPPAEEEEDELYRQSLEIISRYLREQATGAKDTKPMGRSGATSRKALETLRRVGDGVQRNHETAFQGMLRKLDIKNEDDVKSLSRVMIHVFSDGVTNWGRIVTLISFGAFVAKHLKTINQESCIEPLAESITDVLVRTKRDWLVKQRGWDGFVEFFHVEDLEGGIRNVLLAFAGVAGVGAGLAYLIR
# Mcl-1 Bim block: inhibitors of Bim peptide binding to Mcl-1, primary screen, biochemical, bead-based flow cytometry, multiplex; Induced myeloid leukemia cell differentiation protein Mcl-1 (Homo sapiens), Q07820; Bim peptide-Mcl-1 binding; inhibition, % at 10 µM; 0.1% of 190,000 active; AID 1009, 2008; in the data active means inhibition above about 40%;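 further: 0% = no compound tracer wells and 100% = peptide blocker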
# RGS4-Gao reg: modulators of RGS4 binding to Galphao, primary screen, biochemical, multiplexed bead flow cytometry; actives lie on both sides; Guanine nucleotide-binding protein G(o) subunit alpha (Homo sapiens), P09471; AID 1415, 2008; 0.33% of 220,000 active; binding response (% of control), % at 10 µM; in the data active means binding response below about 49% or above about 150%; inactive means in between;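 further: fluorescent Galphao activated with aluminum fluoride binding bead-coupled RGS4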
# Target sequence (P09471 whole entry, looked up): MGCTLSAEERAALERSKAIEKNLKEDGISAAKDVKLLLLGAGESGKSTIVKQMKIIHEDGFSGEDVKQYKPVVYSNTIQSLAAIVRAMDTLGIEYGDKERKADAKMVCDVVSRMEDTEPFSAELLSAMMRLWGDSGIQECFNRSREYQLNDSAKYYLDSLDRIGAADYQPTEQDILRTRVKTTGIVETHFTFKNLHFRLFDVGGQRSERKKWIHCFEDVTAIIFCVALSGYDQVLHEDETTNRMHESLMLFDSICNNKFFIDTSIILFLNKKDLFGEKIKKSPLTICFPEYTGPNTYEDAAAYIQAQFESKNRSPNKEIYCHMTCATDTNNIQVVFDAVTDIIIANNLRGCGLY
# RGS7-Gao: RGS7-Galphao binding modulators, primary screen, biochemical, multiplexed bead flow cytometry; Guanine nucleotide-binding protein G(o) subunit alpha (Homo sapiens), P09471; actives lie on both sides; binding response (% of control), % at 10 µM; 0.35% of 220,000 active; AID 1439, 2008; in the data active means binding response below about 49% or above about 150%; inconclusive means no clear call, values can overlap the other calls; inactive means in between;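 further: fluorescent Galphao held in activated GDP-AlF4 state binding bead-coupled RGS7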
# ABCB1 inh: ABCB1 efflux pump inhibitors, primary screen, cell-based, multiplex, flow cytometry, ABCG2 counter-screen; ATP-dependent translocase ABCB1 (Homo sapiens), P08183; CCRF-Adr cells, JC-1 efflux; inhibition, % at 6.6 µM; 0.067% of 190,000 active; AID 1326, 2008; in the data active means inhibition above about 40%;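 further: 0% = vehicle and 100% = reference inhibitor; higher value means more JC-1 retained so stronger ABCB1 efflux block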
# Mcl1-Bid inh: Mcl-1/Bid binding inhibitors, primary screen, biochemical, TR-FRET, 1536-well | TR-FRET Mcl-1/Bid-Dy647 peptide binding | inhibition, % at 21.7 µM | 0.97% of 220,000 active | AID 1021, 2008;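 active means compounds that cut the binding signal by more than half at the single screening dose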;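 further: His-tagged Mcl-1 with europium anti-His antibody binding Bid BH3 peptide; 0% = Mcl-1 plus peptide wells and 100% = peptide-only wells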
# ABCG2 block: ABCG2 efflux pump inhibitors, primary screen, multiplex with ABCB1, IgMXP3 cells, flow cytometry; AID 1325, 2008; inhibition, % at 6.6 µM; JC-1 efflux; 0.1% of 190,000 active;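 active means inhibition above 80%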;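 further: 0% = DMSO and 100% = nicardipine control wells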
#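 Incubation: cells with compound and JC-1, 10 min at 25 °C, rotating, no wash / Test system: IgMXP3 (ABCG2) plus far-red-tagged CCRF-Adr (ABCB1) cells / Compound dosing: one concentration, 6.6 µM final / Also added: JC-1 fluorescent substrate / Evaluation: efflux inhibition in percent versus controls / Detection: flow cytometry, 530 nm JC-1 signal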
# Avidin fluor: green autofluorescence of compounds with avidin beads – biophysical, 488/530 nm, flow cytometry, artefact control, profiling panel. compound fluorescence 488/530 nm; active compounds read high. fluorescence (KMESF) at 10 µM. 0.38% of 220,000 active; in the data active means fluorescence above about 47; further: inactives centre near 10
# RGS8-Gao: RGS8-Galphao binding modulators, primary screen, biochemical, multiplexed bead flow cytometry | Guanine nucleotide-binding protein G(o) subunit alpha (Homo sapiens), P09471 | actives lie on both sides | response (percent of control binding), % at 10 µM | 0.34% of 220,000 active; in the data active means response below about 60% or above about 140%; inactive means in between;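 further: Galphao activated as the GDP aluminium fluoride complex binding bead-coupled RGS8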
# GSH bead fluor: compound fluorescence on glutathione beads, profiling panel, artefact control, biophysical, 488/530 nm, flow cytometry; GSH beads flow cytometry, compound fluorescence 488/530 nm; active compounds read high; fluorescence (KMESF) at 10 µM; 0.25% of 190,000 active; in the data active means fluorescence above about 89;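 further: glutathione beads carrying GST-tagged Bcl family fusion proteins plus one bare bead set; values are compound well signal with DMSO vehicle wells as background; inactives centre near 16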
# Pf gamet viab: late stage P. falciparum gametocyte viability inhibitors, primary screen, ATP luminescence, HTS; 0.065% of 150,000 active; P. falciparum stage V gametocytes, 24 h; AID 743093, 2013; inhibition, % at 10.9 µM;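 active means inhibition above the mean plus 3 SD of compounds within the control limits, set per campaign, cut at about 38% in these data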;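 further: 0% = DMSO wells and 100% = medium only without gametocytes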
# The depositor's hits bear a star; ? = inconclusive; / = not tested or not shown.
SMILES,Mcl1-Noxa inh,Mcl-1 Bim block,RGS4-Gao reg,RGS7-Gao,ABCB1 inh,Mcl1-Bid inh,ABCG2 block,Avidin fluor,RGS8-Gao,GSH bead fluor,Pf gamet viab
COc1ccc(S(=O)(=O)N2CC3CCCN3c3cc(C(F)(F)F)ccc32)cc1 (centres undefined),6.3,-3.0,98.9,99.3,0.5,-40.6,2.1,32,101.3,13,/
Cc1cc(C)c(C#N)c(N2CCOCC2)n1,2.7,-3.0,98.0,98.3,0.0,-1.9,0.9,26,102.5,18,/
Cc1ccsc1/C=C1/SC(=O)N(CC(=O)N2CCOCC2)C1=O,9.3,-1.0,101.3,103.3,0.2,6.0,5.4,11,101.6,36,/
COc1cc(N2CCCC2)ccc1[N+](=O)[O-],9.2,-2.0,104.8,104.3,0.6,-46.2,5.9,7,101.8,10,/
C=CCCCCCCCCC(=O)NNC1CC(=O)N(c2ccccc2)C1=O (centres undefined),3.0,/,80.3,?,/,-8.6,/,5,87.9,/,1.3
COc1cc2nc(NC(=O)c3ccc(Cl)cc3)[nH]c(=O)c2cc1OC,16.0,-1.0,93.5,95.5,-0.5,-12.7,-2.0,28,95.0,12,15.4
CCN(CCn1cccn1)Cc1c(C(=O)N2C[C@@H](C)O[C@@H](C)C2)nc2ccc(Cl)cn12,13.6,2.0,103.2,102.1,0.2,4.8,0.0,11,104.3,51,-7.8
CC1=C(C(=O)NCc2ccc3c(c2)OCO3)C2(CCC(C)CC2)OC1=O (centres undefined),-6.6,1.0,99.6,96.5,0.9,-12.7,0.9,7,99.4,16,/
CCOC(=O)c1cc(-c2cccnc2)nn1-c1ccccn1,0.1,0.0,99.0,102.1,0.4,-41.9,2.2,11,99.4,53,/
CC(=O)c1ccc(NC(=O)CSCCO)cc1,3.9,-5.0,95.3,95.7,-0.8,-31.7,1.2,10,99.2,36,/
Cc1ccc(CN2C(=O)c3ccccc3C2C(=O)NCC2CCCO2)cc1 (centres undefined),17.7,2.0,100.4,101.0,0.4,6.3,1.3,6,103.0,15,/
COc1ccc2c(c1)nc(NCCO)n2C,6.9,-1.0,103.7,102.6,0.7,-6.3,8.4,5,102.4,9,-3.0
CCc1ccc(NC(=S)Nc2cc(C(=O)O)ccc2N2CC3CC(C2)c2cccc(=O)n2C3)cc1 (centres undefined),9.2,-2.0,93.3,95.7,0.6,-37.5,1.0,11,95.4,63,-2.4
Cc1ccc(-n2c(-c3ccc(Br)cc3)c[n+]3c2CCc2ccc4cccnc4c2-3)cc1,15.4,1.0,91.9,94.2,-0.5,-16.9,-1.5,6,88.7,13,/
Cc1nc(-c2coc3cc(O)c(C)cc3c2=O)cs1,16.7,-2.0,100.6,101.3,-0.1,9.4,3.5,9,101.5,10,/
CCOC(=O)C1CCN(C(=O)COC(=O)CCOc2ccc(C)cc2)CC1,5.0,1.0,88.8,92.8,0.3,2.0,2.2,2,89.4,46,/
CCn1c(O)c(C2=c3ccccc3=NC2=O)c2cc(Br)ccc21,22.1,0.0,91.0,?,1.6,1.4,36.5,10,89.3,16,/
CCOc1ccccc1-c1cc(-c2n[nH]c(=S)n2CC)c2ccccc2n1,49.5,3.0,99.7,105.5,-2.6,-2.2,10.2,13,99.5,21,-5.0
O=C1C(NS(=O)(=O)c2cccs2)=C(N2CCOCC2)C(=O)c2ccccc21,19.5,/,100.1,?,/,-90.8,/,9,100.5,/,5.6
Cc1ccc2c(c1)nnn2C1CCN(S(=O)(=O)c2ccc(C(=O)N(C)C3CCCCC3)cc2)CC1,-0.1,1.0,107.3,105.6,3.5,-7.3,5.3,7,104.3,6,-4.0
S=C(NC1CCCC1)N1CCOCC1,7.4,2.0,96.1,100.9,1.4,-46.5,4.1,10,101.7,13,-7.2
c1ccc(Nc2nc(N3CCCC3)nc(N3CCCC3)n2)cc1,5.3,0.0,95.8,98.6,-0.6,-3.8,8.2,8,99.8,42,/
O=C(Nc1cccc([N+](=O)[O-])c1)c1ccc(N2CCCC2=O)cc1,22.2,-1.0,106.6,?,0.5,-8.6,13.2,10,104.9,16,1.3
O=C(NC(=S)Nc1ccc(S(=O)(=O)Nc2nccs2)cc1)c1ccc(F)c(F)c1,-2.4,-3.0,94.5,92.0,-1.2,-29.7,-8.1,8,96.0,12,-2.8
Cc1cccc2nc3ccccc3nc12,5.0,0.0,99.0,?,0.9,-18.3,8.9,10,98.3,15,-6.5

# (more compounds)
SMILES,Mcl1-Noxa inh,Mcl-1 Bim block,RGS4-Gao reg,RGS7-Gao,ABCB1 inh,Mcl1-Bid inh,ABCG2 block,Avidin fluor,RGS8-Gao,GSH bead fluor,Pf gamet viab
CN(C)c1ccc(NS(=O)(=O)c2cccc(Cl)c2)cc1,83.9*,0.0,93.0,89.4,-0.2,-21.2,-0.2,2,98.6,3,16.0
CCOC(=O)Cn1c(-c2cccnc2Cl)nc2ccccc21,-10.5,0.0,97.6,99.6,0.0,-29.8,0.2,12,102.2,20,22.1
CCOC(=O)C(C)Oc1ccc(NC(=O)C(Cl)(Cl)Cl)cc1 (centres undefined),1.0,/,100.8,?,/,-16.0,/,7,99.8,/,7.0
CC(C)c1ccc(N(CC(=O)NCCSCc2ccco2)S(C)(=O)=O)cc1,20.7,3.0,98.9,98.9,0.8,-27.7,1.5,10,96.5,22,/
CCOc1ccc(CCNC(=O)c2ccc(C)c(N3CCCC3=O)c2)cc1OCC,0.6,0.0,103.6,102.9,0.3,-11.0,0.7,14,103.4,15,20.1
CC(C)N1CCC(N2CCN(Cc3cccnc3)CC2CCO)CC1 (centres undefined),3.0,-7.0,101.2,100.2,-0.7,-14.4,4.5,2,102.6,14,-1.1
O=C(Cn1cccc1C(=O)c1ccccc1)NCc1cccs1,0.3,0.0,102.7,96.9,0.4,-4.9,0.9,7,100.5,25,/
Cc1noc(C)c1C(=O)OCC(=O)Nc1cccc(S(=O)(=O)N(C)C)c1,-0.9,-2.0,102.1,100.2,-0.1,-22.8,20.8,16,104.6,8,/
CCOC(=O)N1CCN(C(=O)C(NC(=O)C2CCC(C)CC2)C(C)C)CC1 (centres undefined),-14.1,-3.0,100.1,100.5,2.2,-16.3,9.1,34,101.6,26,/
CC(=O)c1ccc([C@H]2C[C@@]34CN(C(=O)OC(C)(C)C)S(=O)(=O)[C@H]3C[C@H]2O4)cc1,-14.0,/,109.6,?,/,-17.9,/,18,105.8,/,-14.7
COC(=O)c1cccc(NS(=O)(=O)c2ccc(OC)cc2)c1C,-7.4,-47.0,111.2,108.7,0.7,-8.4,0.9,10,108.7,57,/
CC(C)COC(=O)n1c(SCC(N)=O)nc2ccccc21,-4.4,/,109.7,?,/,-3.0,/,7,101.9,/,-13.9
Cc1nc(-c2nnc(-c3ccccc3)o2)c(C(F)(F)F)o1,-9.1,/,101.5,?,/,-1.4,/,5,101.3,/,-7.3
COc1ccc(N(CC(=O)N2CCc3ccccc3C2)S(=O)(=O)c2ccccc2)cc1,-7.2,0.0,100.3,98.6,3.6,-0.2,1.9,10,100.1,52,16.6
Cc1nc2ccccn2c1/C(O)=C1\C(=O)C(=O)N(CCN(C)C)C1c1cccnc1 (centres undefined),-14.8,-2.0,108.7,104.6,0.1,-68.7,-0.1,13,105.8,14,/
Cc1cc(C)n(-c2nc(Nc3ccccc3C(F)(F)F)nc(-n3nc(C)cc3C)n2)n1,-20.8,-4.0,99.6,105.5,9.5,-6.2,15.6,24,101.5,11,-12.9
CNc1nnc(-c2ccncc2)s1,14.5,0.0,99.2,104.5,0.3,16.2,6.0,8,103.3,26,/
CCC1=NNC(=O)C(CC(=O)Nc2ccccc2)c2cc(OC)c(OC)cc21 (centres undefined),8.5,-2.0,101.9,102.9,2.7,3.8,11.5,11,101.9,22,-5.9
CN(C)S(=O)(=O)N1CCCC(C(=O)c2ccc(-c3ccccc3)c(F)c2)C1 (centres undefined),14.3,-4.0,110.4,112.8,0.3,1.1,3.9,14,114.1,22,-0.4
Cc1ccc(C)c(NC(=O)c2c(Cl)nc3ccccn23)c1,8.8,-1.0,99.4,?,1.1,-16.5,18.1,13,100.7,12,-21.4
COc1ccc(-c2cc(C(F)(F)F)nc(SCC(=O)NCCN3CCOCC3)n2)cc1OC,14.4,-5.0,95.8,103.6,0.9,-9.5,16.9,6,100.8,25,/
CCCc1cc(=O)n2[nH]c(SCc3ccccc3)nc2n1,1.0,-3.0,101.2,98.8,0.3,11.5,0.9,8,100.6,15,5.5
Cc1ccccc1N(CC(N)=O)S(C)(=O)=O,9.1,-1.0,102.2,101.2,0.2,6.6,0.5,36,105.5,49,/
Cc1cccc(C(=O)O/N=C2\CCS(=O)(=O)c3sccc32)c1,1.0,-1.0,101.9,96.0,0.2,1.4,11.1,8,98.0,18,/
CC(C)C(=O)N1CCN(c2ccccc2NC(=O)Cc2ccc(Cl)cc2)CC1,-4.6,-4.0,89.5,92.2,3.5,1.3,2.0,6,95.8,50,/

# Next entries follow:
SMILES,Mcl1-Noxa inh,Mcl-1 Bim block,RGS4-Gao reg,RGS7-Gao,ABCB1 inh,Mcl1-Bid inh,ABCG2 block,Avidin fluor,RGS8-Gao,GSH bead fluor,Pf gamet viab
O=C(Nc1nnc(-c2ccco2)o1)c1ccc(N2C(=O)CCC2=O)cc1,25.9,2.0,101.7,100.0,0.5,-50.9,2.7,22,102.7,8,12.8
Cc1cc(/C=N/NC(=O)c2cccc(F)c2)c(C)n1-c1ccccc1,6.5,0.0,98.7,97.1,0.0,-47.2,0.5,24,101.6,22,-5.9
Cc1ccc(NC(=O)COC(=O)CC2CCCC2)cc1Cl,-1.9,0.0,105.3,103.5,1.0,-3.5,3.4,26,105.4,11,/
CCCCCCCCNC(=O)/C(C#N)=C/c1ccc(SC)cc1,-5.1,-2.0,104.0,103.7,4.1,1.6,27.2,11,104.9,21,-5.6
CCOc1cc(/C=C/C(=O)NCCc2ccc(S(N)(=O)=O)cc2)ccc1OCC(C)C,-7.3,/,102.8,?,/,-18.9,/,7,101.6,/,2.5
Cc1cc(/C=N/NC(N)=S)c(O)c(/C=N/NC(N)=S)c1,-20.6,/,100.6,?,/,-51.8,/,10,99.1,/,-24.5

# Rows are unselected. Share with any hit: about 3.3%.
